KCNH2 WT inh = KCNH2 (human, wildtype) channel inhibition. U2OS, BacMam KCNH2, thallium flux FluxOr; stronger effect = lower value. activity change, % at 1.84 µM. 340,000 compounds, 0.37% hits;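 active means maximum activity change below -70%; inconclusive means maximum activity change between -70% and -50%; inactive means maximum activity change above -50%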; further: on the % scale 0 is the no-effect control and ±100 the full control effect
Target sequence (Q12809 whole entry, looked up): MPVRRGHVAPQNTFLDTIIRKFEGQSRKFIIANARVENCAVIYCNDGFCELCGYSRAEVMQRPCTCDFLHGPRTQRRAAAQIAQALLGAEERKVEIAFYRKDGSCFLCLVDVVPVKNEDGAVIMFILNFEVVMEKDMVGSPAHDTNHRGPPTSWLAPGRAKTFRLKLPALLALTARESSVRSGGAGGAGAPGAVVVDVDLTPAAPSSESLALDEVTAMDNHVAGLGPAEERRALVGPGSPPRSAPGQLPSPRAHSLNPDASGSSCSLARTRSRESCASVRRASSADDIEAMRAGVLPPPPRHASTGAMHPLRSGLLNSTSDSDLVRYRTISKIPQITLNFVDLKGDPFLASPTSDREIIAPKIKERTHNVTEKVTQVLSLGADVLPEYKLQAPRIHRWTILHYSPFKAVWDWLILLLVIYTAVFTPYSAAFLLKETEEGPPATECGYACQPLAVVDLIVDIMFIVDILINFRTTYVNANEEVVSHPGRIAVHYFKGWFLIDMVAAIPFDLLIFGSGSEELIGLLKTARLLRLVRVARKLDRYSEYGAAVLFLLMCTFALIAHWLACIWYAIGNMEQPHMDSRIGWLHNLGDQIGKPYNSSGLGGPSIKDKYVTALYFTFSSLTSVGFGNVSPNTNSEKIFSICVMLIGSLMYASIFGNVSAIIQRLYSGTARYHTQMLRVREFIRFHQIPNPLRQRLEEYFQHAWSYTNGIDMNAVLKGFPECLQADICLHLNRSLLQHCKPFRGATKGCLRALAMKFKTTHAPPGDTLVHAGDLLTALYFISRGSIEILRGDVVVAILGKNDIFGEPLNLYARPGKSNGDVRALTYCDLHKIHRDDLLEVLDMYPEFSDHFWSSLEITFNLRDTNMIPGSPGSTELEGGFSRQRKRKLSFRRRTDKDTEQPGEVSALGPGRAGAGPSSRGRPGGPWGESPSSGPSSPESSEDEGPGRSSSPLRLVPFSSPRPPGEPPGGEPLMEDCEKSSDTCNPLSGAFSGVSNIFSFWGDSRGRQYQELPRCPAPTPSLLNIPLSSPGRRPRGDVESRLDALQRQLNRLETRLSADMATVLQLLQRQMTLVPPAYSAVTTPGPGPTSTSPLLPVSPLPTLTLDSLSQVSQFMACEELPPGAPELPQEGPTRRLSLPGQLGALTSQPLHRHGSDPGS
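U2OS cells transduced with wild-type KCNH2 virus are loaded with FluxOr dye for 45 min, and thallium flux is measured in kinetic reads before and after stimulation buffer. Rate constants are normalized to DMSO controls.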
TSHR antagonist = human thyrotropin receptor antagonism; 330,000 compounds, 0.2% hits; activity change, negative = inhibition, % at 11.5 µM; AID 504810; P16473; TSHR-expressing cells, TSH-stimulated cAMP HTRF, 2 h; stronger effect = lower value;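 active means activity change below a set negative limit, meaning inhibition stronger than a set level, cut at about -70% in these data; inconclusive means activity change between two set negative limits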; further: on the % scale 0 is the no-effect control and ±100 the full control effect
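TSHR-expressing cells, 200/well, pre-treated with compound, then stimulated with EC80 TSH (4nM final) for 2 hours at 37 deg C. cAMP measured by competitive HTRF: anti-cAMP cryptate antibody in lysis buffer plus cAMP-d2, read after 30 minutes at room temperature.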
KCNH2 3.1 inh = KCNH2 3.1 (human) potassium channel inhibition. AID 720553. activity change, % (tested at about 1.8 µM). U2OS KCNH2 3.1, thallium flux FluxOr; stronger effect = lower value. 340,000 compounds, 0.95% hits;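 active means maximum activity change below -70%; inconclusive means maximum activity change from -70% to -50%; inactive means maximum activity change above -50%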;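 further: thallium influx rate constant from kinetic fluorescence after stimulation buffer; on the % scale 0 is the no-effect control and ±100 the full control effect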
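U2OS cells transduced with KCNH2 3.1 mutant virus (1.77 x 10^8 /mL, 4 h), plated overnight at 37 C, loaded 45 min with FluxOr dye plus Red40 quencher. Thallium flux rate constant from kinetic reads after stimulation buffer, normalised to controls.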
TRPV1 agonist = human TRPV1 agonism; Q8NER1; TRPV1-expressing cells, Fluo-8 calcium influx, agonist mode; activation, % at 8.33 µM; 320,000 compounds, 0.19% hits; in the data active means activation above about 80%; inconclusive means between about 30% and that limit; further: 0% is about no effect
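Fluo-8 calcium influx in TRPV1-expressing cells, kinetic read (ex 480/em 520 nm). Compound added and read 3 min for agonist activity, followed by capsaicin at EC20 final and 2 min further read for enhancement.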
Eya2 inh = Eya2 (human) phosphatase inhibition; O00167; recombinant Eya2, OMFP fluorescence dephosphorylation (OMFP is methylfluorescein phosphate); Potency, µM (highest dose often 76.9 µM), inactives show at the highest dose activity, negative = inhibition, actives largely listed as inhibitors; 330,000 compounds, 0.006% hits; AID 488837; further: potency means the concentration at half of the fitted maximal effect; on the % scale 0 is the no-effect control and ±100 the full control effect
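Eya2 (0.2 uM) preincubated 10 min at ambient with compound, then OMFP substrate added at 50 uM; 10 min reaction in 50 mM HEPES pH 7.5, 50 mM NaCl, 5 uM MgCl2, 0.05% BSA, 1 mM DTT. Fluorescence read at Ex 485/Em 525 nm.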
Mito fusion act = blocks mitochondrial division or promotes mitochondrial fusion; 320,000 compounds, 0.23% hits; S. cerevisiae fusion-defective mutant growth rescue, CellTiterGlo 48 h; Potency, µM (titrated, usually from 46.1 µM), for the others: top-dose growth rescue (activation), hits mostly activators;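 further: potency means the concentration at half of the fitted maximal effect; % of control where 0% means no effect; nearly all actives have a fitted effect of over 45% in size; temperature-sensitive fusion mutants such as fzo1-1 at 37 °C on non-fermentable ethanol glycerol medium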
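Temperature-sensitive fusion-defective S. cerevisiae (e.g. fzo1-1, mgm1-5) were grown with compound in YPEG medium (3% ethanol, 3% glycerol) for 48 hours at 37C. Growth rescue was measured as viability by CellTiterGlo luminescence after 10 minutes at ambient.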
A-T KAP1 phos = potential ataxia-telangiectasia treatment; […] A-T fibroblasts, KAP-1 phosphorylation AlphaLISA; neocarzinostatin DNA damage 30 min before lysis; Potency, µM (series often up to 57.5 µM), without a hit: top-dose activation, hits mostly activators; 320,000 compounds, 0.19% hits; AID 485349; further: potency means the concentration at half of the fitted maximal effect; % of control where 0% means no effect; nearly all actives have a fitted effect of over 45% in size
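hTERT-immortalized A-T patient fibroblasts ([…]), 500 cells/well in OPTI-MEM, 1% FBS, got compounds for 60 min, then NCS for 30 min at 37C. Lysates were then assayed for phospho-KAP-1 by AlphaLISA (anti-pKAP1 donor, anti-KAP1 acceptor beads), 6 hr at 25C.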
TCR act = T cell receptor activation | primary human leukocytes, anti-CD3, IL-2 HTRF, 48 h | Potency, µM (highest dose often 9.22 µM), for the others: at the highest dose activation of IL-2 secretion, actives largely listed as activators | 330,000 tested, under 10 active; further: % of control where 0% means no effect
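Primary human leukocytes incubated 48 hr with anti-CD3 beads plus compound, without co-stimulation. Secreted IL-2 measured by HTRF (europium cryptate/d2 anti-IL-2 pair, 320 nm excitation, 665 nm emission).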
ELG1 DNA repair = inhibitors of ELG1-dependent DNA repair in HEK293T cells. 330,000 compounds, 2.3% hits. Potency, µM (doses to about 46.1 µM), without a hit: at the highest dose activity change, negative = inhibition, actives largely listed as inhibitors. AID 504467. HEK293T ELG1-luciferase reporter, luminescence, 16 h; DNA damage induced by 5-fluorouridine; further: potency means the concentration at half of the fitted maximal effect; on the % scale 0 is the no-effect control and ±100 the full control effect; nearly all actives have a fitted effect of over 55% in size
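5-Fluorouridine DNA damage + compound/DMSO, 2,000 cells/well, 16 h, 37 °C/5% CO2. ONE-Glo, 30 min RT, luminescence. Readout = decrease in reporter signal.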
USP2a inh = USP2a (human) protease inhibition | USP2 core, Ub-CHOP2 coupled fluorogenic reporter, 485/531 | O75604 | 330,000 compounds, 0.01% hits | AID 463254 | Potency, µM (titrated, usually from 38.3 µM), without a hit: at the top dose activity change, negative = inhibition, usual class: inhibitors;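 further: potency means the concentration at half of the fitted maximal effect; plate controls were DMSO wells for no effect and full inhibition by NEM control for full effect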
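Cell-free coupled assay: 10nM USP2 core preincubated 30min RT with compound in Tris-HCl pH 8.0/CaCl2/CHAPS buffer, then 25nM Ub-CHOP2 and 25nM reporter substrate; fluorescence (Ex 485/Em 531) read after 60min RT, normalized to NEM inhibition, concentration-response curves fitted.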
An asterisk follows results filed as active; ? = inconclusive; / = not tested or not shown; [ ] = another dose, or the depositor's remark. Unless noted, the call rests on the fitted dose curve; in most records, active means well fitted curve in the direction sought with a large enough effect; inconclusive means small, poorly fitted or top-dose-only effect, or another doubt; inactive means no such curve, though single readings can be large; an effect the other way counts as inactive or inconclusive.

canonical_smiles | KCNH2 3.1 inh | USP2a inh | TSHR antagonist | KCNH2 WT inh | A-T KAP1 phos | Mito fusion act | TRPV1 agonist | ELG1 DNA repair | Eya2 inh | TCR act
CC(C)CNC(=O)c1c(N)n(Cc2ccco2)c2nc3ccccc3nc12 | -7 | 2% | -9 | 9 | 33% | 1% | 13 | 26µM* | 3% | 7%
C[C@H]1CN([C@@H](C)CO)C(=O)c2cc(NC(=O)C3CCCCC3)ccc2O[C@H]1CN(C)Cc1ccc(-c2ccccc2)cc1 | -20 | 3% | -6 | -8 | -1% | / | / | 10µM* | 10% | -5%
Nc1ccccc1C(=O)OC1CSC1 | -5 | 0% | 5 | -33 | 4% | 7% | -12 | -3% | -25% | 2%
CC(C)c1ccc(NC(=O)Cn2c(=O)oc3ccccc32)cc1 | -5 | 3% | 8 | -7 | 11% | -48%[inhibitor] | ? | ? | 3% | -4%
COc1cc(OC)c(OC)cc1/C=C(\C#N)C(=O)NCc1cccs1 | 4 | 0% | -7 | 4 | -3% | 3% | 6 | ? | 3% | -8%
CN1CC(C(=O)c2ccc([N+](=O)[O-])cc2)C(c2ccc(Cl)cc2)C1 (centres undefined) | -73* | 2% | 3 | -13 | -3% | -27% | 6 | -1% | -7% | 0%
CN(C)Cc1ccccc1OC(=O)N(C)C | 3 | 3% | 0 | 3 | 0% | 0% | -2 | 6% | 6% | 3%
C#CC1(O)CCC2C3CCC4=C/C(=N/OCC(=O)NCC(=O)NC(C(=O)O)C(C)C)CC[C@]4(C)C3CC[C@@]21C (some centres undefined) | 0 | -1% | 11 | 5 | 0% | -6% | 3 | ? | 11% | -3%
Cc1c2cnn(CC(=O)N3CCC4(CC3)OCCO4)c(=O)c2c(C)n1Cc1cccc(Cl)c1 | -21 | -1% | -1 | 5 | -5% | 3% | 1 | 7% | -7% | 0%
Cc1ccccc1NC(=S)NC(NC(=O)CF)C(Cl)(Cl)Cl (centres undefined) | 3 | 4% | 23 | -2 | -4% | -4% | -1 | 3% | 3% | 4%[46.1 µM]
CCC(C)n1c(O)c(/C=N/Nc2nc3c(c(=O)n(C)c(=O)n3C)n2C)c(=O)[nH]c1=S (centres undefined) | -13 | 3% | -5 | -11 | -7% | -1% | -1 | 23µM* | 4% | 0%
C/C(=N\Nc1ccccc1)c1c(O)n(Cc2ccccc2)c(=O)[nH]c1=O | 4 | 0% | 23 | 23 | -2% | -4% | 0 | -27% | 2% | 0%[46.1 µM]
CC1CCCN(CC(=O)c2ccc(Cl)c(Cl)c2)C1 (centres undefined) | 3 | 0% | 4 | -18 | -2% | -1% | -1 | 9% | 3% | -4%
Cc1nn(-c2ccccc2)c2c1CC1(C(=O)N(C)C(=O)N(C)C1=O)C1CCCCN21 (centres undefined) | -9 | 1% | 1 | -10 | 1% | -3% | 0 | 9% | -8% | 5%
COc1ccc(Cn2c(N)c(C(=O)NCc3ccco3)c3nc4ccccc4nc32)cc1OC | -11 | -1% | 1 | 8 | 15% | 6% | -1 | ? | 3% | 5%
COc1ccc(OC)c(N2C(=O)NC(=O)C(CCc3ccncc3)(CCc3ccncc3)C2=O)c1 | 23 | -1% | -6 | -2 | / | -1% | 0 | 18% | -7% | 1%[46.1 µM]
CCc1ccc(N2C(=O)NC(=O)C(CCc3ccncc3)(CCc3ccncc3)C2=O)cc1 | -2 | 2% | -4 | 19 | 4% | -5% | -2 | ? | 8% | -3%[46.1 µM]
O=C(Cn1nc(Cc2cccnc2)c2ccccc2c1=O)N1CCC2(CC1)OCCO2 | 0 | 1% | 10 | -3 | -7% | -7% | 0 | 25% | -20% | 2%
COCCOC(=O)c1c(N)n(Cc2ccco2)c2nc3ccccc3nc12 | 10 | -8% | 8 | -10 | 5% | -2% | -3 | -4% | -18% | 1%
COC(=O)c1cc(COc2cc(C)cc3oc(=O)c4c(c23)CCC4)c(C)o1 | / | 1% | -14 | / | -2% | -1% | 1 | 2% | -1% | /
CN1C(=O)N(C)C(=O)C2(Cc3cc(NC(=O)c4ccccc4Cl)ccc3N3CCCC32)C1=O (centres undefined) | -3 | 0% | 0 | 5 | -7% | 0% | -2 | 1% | 1% | -9%
Cc1cccc(C)c1N1CCN(c2c(C)cccc2C)CC1 | -26 | -3% | 1 | -13 | 7% | 0% | -2 | 5% | -9% | 3%
c1ccc(CCNCc2cccnc2)cc1 | -7 | 1% | -8 | -3 | 0% | 1% | -5 | 10% | 6% | -4%
C=CCN1CC[C@]23c4c5ccc(O)c4OC2C(O)CC[C@@]3(O)[C@H]1C5 (some centres undefined) | -12 | -1% | 7 | -2 | 6% | / | / | 0% | -23% | 0%
CCN1CCN(S(=O)(=O)c2cnc(Cl)c(Br)c2)CC1 | -6 | 0% | -3 | 2 | -1% | -4% | -2 | -2% | 1% | 1%[46.1 µM]
O=C(Nc1cccc(Cl)c1)N1C[C@H]2C[C@@H](C1)c1cccc(=O)n1C2 | 10 | -1% | -7 | 8 | -2% | -1% | 1 | -5% | -1% | 0%
O=C(CN1CC(c2ccccc2)CC1=O)Nc1ccccc1 (centres undefined) | 12 | 1% | 9 | 1 | -1% | -2% | 0 | 10% | -3% | -3%[46.1 µM]
COc1cccc(NP(=O)(Oc2ccccc2Cl)Oc2ccccc2Cl)c1 | 1 | 3% | 8 | 3 | 4% | 13% | 8 | ? | -9% | 11%[46.1 µM]
CCN1CCN(Cc2cccnc2)CC1 | 22 | -1% | 29 | 3 | 6% | -3% | -1 | -5% | -18% | /
CCCCn1c(O)c(C(CC)=NCCN2CCCCC2)c(=O)[nH]c1=O | 0 | 0% | -3 | 1 | 6% | -2% | -1 | -11% | -10% | -3%
CCCCc1nc(N2CCNCC2)c(C#N)c2c1CSC(C)(C)C2 | -6 | 1% | -2 | 31 | 3% | -6% | ? | 12% | 14% | 2%
CCN(c1ccc(C(O)(C(=O)OC)C(F)(F)F)cc1)S(=O)(=O)c1ccc(C)cc1 (centres undefined) | -8 | 1% | -7 | -12 | 1% | -1% | -1 | 3% | -6% | 0%
C=CCNC(=S)/N=C/c1c(O)[nH]c(=O)[nH]c1=O | -5 | 8% | 6 | -8 | 0% | 4% | 0 | 15% | 14% | -9%
O=C1C2CCCN2C(c2ccncc2)N1c1ccc(Cl)c(Cl)c1 (centres undefined) | -3 | -2% | 0 | -15 | 0% | -4% | 4 | 4% | -1% | 8%
O=c1[nH]c(O)c(C=Nc2ccc(F)c(Cl)c2)c(=O)[nH]1 | -1 | 1% | 1 | 6 | -6% | -6% | 9 | 26% | -14% | 8%
Cc1nc(S(=O)(=O)N(C)Cc2ccccc2)c(C#N)c(C)c1Cl | -1 | 0% | 26 | -12 | 8% | 1% | 2 | 16% | ? | 1%
O=c1[nH]c(=O)n(-c2ccc(Cl)cc2)c(O)c1C=Nc1ccc(S(=O)(=O)Nc2nccs2)cc1 | 4 | 0% | 14 | 1 | 1% | -1% | -1 | -3% | 1% | 4%[46.1 µM]
CC(C)c1ccc(OCC(=O)N2CCCN(C)CC2)cc1 | 10 | -1% | 9 | 4 | 17% | 0% | 0 | 4% | -8% | 5%
CN(C)CCN=Cc1c(O)n(-c2cccc(C(F)(F)F)c2)c(=O)[nH]c1=O | 5 | 0% | 7 | -4 | -4% | -2% | -4 | 13% | -10% | 3%
CN1CCCN(C(=O)COc2ccc(Br)cc2)CC1 | -23 | 1% | 22 | 10 | -9% | 2% | 16 | -1% | 7% | -1%
COC(=O)C1=C(c2ccc(OC)c(OC)c2)C[C@@H]2CC[C@H]1N2C(=O)NCC1CC1 | -5 | 2% | -11 | 0 | 10% | -7% | -5 | 19% | 2% | 2%

5 entries picked at random from the list so far, as already listed:
canonical_smiles | KCNH2 3.1 inh | USP2a inh | TSHR antagonist | KCNH2 WT inh | A-T KAP1 phos | Mito fusion act | TRPV1 agonist | ELG1 DNA repair | Eya2 inh | TCR act
COC(=O)C1=C(c2ccc(OC)c(OC)c2)C[C@@H]2CC[C@H]1N2C(=O)NCC1CC1 | -5 | 2% | -11 | 0 | 10% | -7% | -5 | 19% | 2% | 2%
O=C1C2CCCN2C(c2ccncc2)N1c1ccc(Cl)c(Cl)c1 (centres undefined) | -3 | -2% | 0 | -15 | 0% | -4% | 4 | 4% | -1% | 8%
CCN(c1ccc(C(O)(C(=O)OC)C(F)(F)F)cc1)S(=O)(=O)c1ccc(C)cc1 (centres undefined) | -8 | 1% | -7 | -12 | 1% | -1% | -1 | 3% | -6% | 0%
O=c1[nH]c(O)c(C=Nc2ccc(F)c(Cl)c2)c(=O)[nH]1 | -1 | 1% | 1 | 6 | -6% | -6% | 9 | 26% | -14% | 8%
O=c1[nH]c(=O)n(-c2ccc(Cl)cc2)c(O)c1C=Nc1ccc(S(=O)(=O)Nc2nccs2)cc1 | 4 | 0% | 14 | 1 | 1% | -1% | -1 | -3% | 1% | 4%[46.1 µM]

Some of the compounds tested. The share of hits here may be higher or lower than overall.
